GoLoco inh red: blocks human Gai1 binding to RGS12 GoLoco peptide, red readout | P63096 | Gai1:RGS12 GoLoco peptide FP, rhodamine, 10 min | Potency, µM (series often up to 61.6 µM), for the others: at the top dose activity, negative = inhibition, most hits filed as inhibitors | 0.44% of 230,000 active | AID 880; active = well fitted inhibition curve with a large enough effect, not every such curve was filed as active; inactive = no such curve, though single readings can be large or run the other way; also: nearly all actives have a fitted effect of over 30% in size; many of its hits are not listed in these tables
GAA glycogen mod: GAA glycogen-cleavage inhibition or activation; AID 2100; recombinant GAA, glycogen substrate, Amplex Red glucose oxidase fluorescence; P10253; 0.38% of 300,000 active; Potency, µM (titrated, usually from 76.4 µM), without a hit: top-dose activity change, negative = inhibition, actives largely listed as inhibitors;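 also: 0% = full enzyme reaction and -100% = no-enzyme basal signal; the screen sought inhibitors and activators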
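Recombinant human alpha-glucosidase (4 nM final) hydrolysed bovine liver glycogen (30 ug) for 40 min at 37 C in pH 5.0 citrate/phosphate with 0.01% Tween-20. Released glucose detected by glucose oxidase/Amplex Red, Ex 573/Em 610 nm. Compounds up to 77 uM; AC50 from Hill fits.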
RECQ1 helicase: blocks DNA unwinding by human RECQ1. Potency, µM (titrated, usually from 57.3 µM), without a hit: at the highest dose activity, negative = inhibition, most hits filed as inhibitors. P46063. AID 2549. 0.54% of 240,000 active. RECQ1 DNA unwinding, red fluorescence kinetic read;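 also: plate controls were vehicle for no effect and no enzyme for full effect; nearly all actives have a fitted effect of over 30% in size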
Target sequence (P46063 whole entry, looked up): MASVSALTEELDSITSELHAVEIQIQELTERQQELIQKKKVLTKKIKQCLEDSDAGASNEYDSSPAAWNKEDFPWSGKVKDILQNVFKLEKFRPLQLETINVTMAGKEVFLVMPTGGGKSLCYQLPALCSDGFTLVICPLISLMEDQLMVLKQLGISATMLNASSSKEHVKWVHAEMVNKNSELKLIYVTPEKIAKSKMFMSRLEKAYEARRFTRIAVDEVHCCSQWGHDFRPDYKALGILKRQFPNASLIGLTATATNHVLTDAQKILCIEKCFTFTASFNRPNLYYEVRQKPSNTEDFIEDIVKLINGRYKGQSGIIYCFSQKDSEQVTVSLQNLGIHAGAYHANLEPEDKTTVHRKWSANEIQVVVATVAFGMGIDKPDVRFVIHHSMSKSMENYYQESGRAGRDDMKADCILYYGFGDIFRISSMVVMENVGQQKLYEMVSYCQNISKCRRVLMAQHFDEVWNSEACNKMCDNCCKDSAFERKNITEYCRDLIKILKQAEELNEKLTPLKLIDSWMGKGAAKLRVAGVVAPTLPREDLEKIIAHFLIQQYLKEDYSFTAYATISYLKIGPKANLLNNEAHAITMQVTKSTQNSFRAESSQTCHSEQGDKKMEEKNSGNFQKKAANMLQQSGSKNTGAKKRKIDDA
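50 nM RECQ1T1 preincubated 15 min with compound in Tris pH 8.0 buffer with MgCl2, DTT, Tween-20 and 2.5 ug/ml poly(dI-dC); started with 200 nM TAMRA/BHQ-2 forked duplex and 2 mM ATP. Unwinding read as fluorescence (525/598 nm), two reads 2 h apart.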
GAA inh: inhibitors of human lysosomal alpha-glucosidase; P10253; purified human GAA, 4-MU-alpha-glucoside fluorescence; Potency, µM (series often up to 76.9 µM), for the others: top-dose activity change, negative = inhibition, hits mostly inhibitors; 0.005% of 200,000 active; AID 1466;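 also: plate controls were uninhibited enzyme wells for no effect and no-enzyme background for full effect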
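Compounds are titrated up to 77 uM against 4 nM human enzyme. Substrate 4-methylumbelliferyl-alpha-D-pyranoside (400 uM) reacts 20 min at room temperature in pH 5.0 buffer; liberated 4-methylumbelliferone is read at 440 nm.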
aGlu spleen mod: lysosomal alpha-glucosidase (human) modulation. P10253. human spleen homogenate, 4-MU-alpha-glucoside fluorescence. Potency, µM (highest dose often 79.9 µM), inactives show at the top dose activity change, negative = inhibition, usual class: inhibitors. 0.006% of 240,000 active. AID 2112;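 also: 0% = enzyme with vehicle and -100% = no enzyme basal signal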
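Enzyme source: human spleen homogenate, 1 ug/well. Buffer 50 mM citric acid/K phosphate pH 5.0, 0.01% Tween-20. 4-MU-alpha-glucoside 1 mM; 37 C x 40 min; NaOH/glycine stop; fluorescence.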
TexasRed fluor: counter-screen for TRb-SRC2 inhibitors: fluorescence interference. AID 1479. TRb/SRC2 Texas Red total fluorescence interference. Potency, µM (titrated, usually from 106 µM), for the others: at the top dose fluorescence change, negative = quenching. 0.29% of 280,000 active; active = well fitted curve in either direction with a large enough effect; inconclusive = small, poorly fitted or top-dose-only effect
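Human TRβ ligand-binding domain (0.6 uM) and Texas Red SRC2 peptide (20 nM) in Tris buffer with 1 uM T3 and 5% DMSO were incubated with pinned compound for 5 hr at ambient temperature. Total fluorescence was computed as S + 2P (555/632 nm).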
TRb-SRC2 inh: inhibitors of human thyroid hormone receptor beta-SRC2 interaction. P10828. TRbeta-SRC2 peptide binding, fluorescence polarization; receptor liganded with 1 µM T3. Potency, µM (series often up to 106 µM), for inactives: top-dose activity change, negative = inhibition, actives largely listed as inhibitors. 0.065% of 280,000 active. AID 1469;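 also: plate controls were bound peptide for no effect and peptide without receptor for full effect; nearly all actives have a fitted effect of over 50% in size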
Target sequence (P10828 whole entry, looked up): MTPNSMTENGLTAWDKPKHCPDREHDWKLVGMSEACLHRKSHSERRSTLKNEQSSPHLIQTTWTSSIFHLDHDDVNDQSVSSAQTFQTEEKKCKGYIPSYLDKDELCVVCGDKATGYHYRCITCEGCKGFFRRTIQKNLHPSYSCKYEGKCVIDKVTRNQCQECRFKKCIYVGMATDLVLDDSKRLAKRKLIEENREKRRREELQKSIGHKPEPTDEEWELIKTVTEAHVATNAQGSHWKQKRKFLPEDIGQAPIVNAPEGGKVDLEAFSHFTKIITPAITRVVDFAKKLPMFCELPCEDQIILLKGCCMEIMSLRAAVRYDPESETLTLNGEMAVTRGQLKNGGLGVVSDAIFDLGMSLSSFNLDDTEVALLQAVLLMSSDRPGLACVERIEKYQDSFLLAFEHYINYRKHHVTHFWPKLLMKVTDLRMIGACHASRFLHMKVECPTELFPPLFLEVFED
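Human TRb ligand-binding domain (0.6 uM) is mixed with 20 nM Texas Red SRC2 peptide and 1 uM T3; after compound addition and 5 hr at ambient temperature, polarization is measured and normalized to unbound and bound controls.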
L3MBTL1 block: inhibitors of human L3MBTL1; Q9Y468; AlphaScreen L3MBTL1–H3K9me1 peptide binding; Potency, µM (top dose mostly 57.1 µM), inactives show at the highest dose activity, negative = inhibition, actives largely listed as inhibitors; 0.66% of 230,000 active; also: nearly all actives have a fitted effect of over 60% in size
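L3MBTL1 (50 nM) pre-complexed 30 min with biotinylated H3(1-15)K9me1 peptide (75 nM), then compounds added for 30 min at room temperature; AlphaScreen streptavidin donor/nickel chelate acceptor beads (10 ug/mL final) read after 30 min dark incubation.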
The depositor's hits bear a star; i = inactive; ? = inconclusive; nt = not tested or not shown; & = joins results of further samples; [ ] = dose if it differs, or a comment. Unless noted, calls follow the shape of the dose curve; as a rule, active = well fitted curve in the direction sought with a large enough effect; inconclusive = small, poorly fitted or top-dose-only effect, or another doubt; inactive = no such curve, though single readings can be large; an effect the other way counts as inactive or inconclusive. Unless noted, % is scaled to controls: 0 for no effect and ±100 for the full control effect; potency is read from the fitted curve at half-maximal effect.

Sequence of screens – GoLoco inh red, GAA glycogen mod, RECQ1 helicase, GAA inh, aGlu spleen mod, TexasRed fluor, TRb-SRC2 inh, L3MBTL1 block
> O=C(NCCCn1ccnc1)c1ccco1
→ 4%, 2%, -2%, -3%, -5%, 0%, 10%, 4%
> Cc1cc2ccccn2c1C(=O)c1nc(NCc2ccccc2)ncc1Cl
→ -10%, 12%, -30%, -8%, -6%, -6%, 3%, ?
> Cc1ccnn1CC(=O)N/N=C/c1ccc([N+](=O)[O-])s1
→ 0%, 8%, i, nt, -6%, -5%, 0%, -11%
> O=C(CSc1nc(-c2ccccc2)c(-c2ccccc2)o1)N1CCOCC1
→ -1%, 2%, i, -4%, 8%, 2%, -2%, -1%
> CCOC(=O)Cc1csc(NC(=O)c2ccncc2)n1
→ -1%, -5%, 1%, -6%, 2%, 0%, 2%, -1%
> Clc1ccc(N2COC3c4cccc5cccc(c45)C32)cc1 (stereo unspecified)
→ 4%, -7%, -6%, -10%, -7%, 3%, 0%, 14%
> COc1ccc(NC(=O)C2CCCN(S(=O)(=O)c3ccc4c(c3)oc(=O)n4C)C2)c(OC)c1 (stereo unspecified)
→ 5%, -13%[76.3 µM], i, -2%, 4%, -1%&1%, -9%&-1%, nt
> CCCCN(CC)C(=O)/C=C/c1cccc([N+](=O)[O-])c1
→ -2%, 1%, 6%, 2%, 7%, -11%, -2%, -1%
> Cc1ccc(CN(C(=O)c2csnn2)C(C(=O)NC2CCCC2)c2ccc(C)o2)cc1 (stereo unspecified)
→ 8%, 0%, -2%, -3%, -15%, 2%, 1%, -6%
> S=c1[nH]c(-c2ccccc2)cn1/N=C/c1ccccc1Br
→ 0%, 0%, -10%, -1%, -16%, -2%, -7%, -22%
> Cc1ccc(S(=O)(=O)N(CC(=O)N2CCCC2)C2CCCCC2)cc1
→ 5%, 4%, i, 1%, 3%, -1%, -8%, 4%
> Nc1nc(C23CC4CC(CC(C4)C2)C3)cs1
→ 3%, -4%, i, -2%, -23%, -1%, -7%, nt
> CN(c1ccccc1C(=O)NC1CCCCC1)S(=O)(=O)c1ccccc1
→ 14%, 5%, -5%, 2%, -15%, -2%, 4%, -3%
> COc1ccc(Cc2nnc(SCC(=O)NC(C)c3ccccc3)o2)cc1 (stereo unspecified)
→ -5%, 6%, 6%, -8%, -3%, -1%, -3%, -6%
> COc1ccc(/C=C/C(=O)c2cccs2)c(OC)c1
→ 4%, nt, ?, nt, -1%, -2%, 9%, nt
> Cc1nc(C(F)(F)F)nc(Nc2ccc(N=Nc3ccccc3)cc2)c1C#N
→ 1%, -7%, -1%, 0%, -14%, -3%, 8%, 5%
> CCCCC(CCC(=O)Nc1ccccc1C(=O)OCC)C(=O)O (stereo unspecified)
→ 6%, 9%, -2%, -3%, -12%, 0%, -3%, 0%
> Cn1cc(C(F)(F)F)nc1-c1ccc(OC[C@@H](O)CNCCOc2ccc(O)c(C(N)=O)c2)cc1
→ -4%, nt, -13%, nt, 4%, -1%, 2%, nt
> O=C(Nc1ccncc1)c1cc(-c2ccccn2)nc2ccc(Br)cc12
→ 37%[activator], -12%, i, ?, -3%, 6%, 9%, -2%
> Cc1ccc(C(=O)CC2(O)C(=O)N(C)c3ccc(Br)cc32)c(C)c1 (stereo unspecified)
→ 2%, -7%, i, -9%, -7%, 2%, -15%, -5%
> COc1ccc(Cl)cc1NC(=O)C(C)N1CCc2ccccc21 (stereo unspecified)
→ 3%, -12%, -8%, 5%, 5%, 0%, -1%, nt
> C/C(CC(=O)Nc1cccnc1)=N/NC(=O)COc1ccc(Cl)cc1Br
→ -2%, 5%, -1%, nt, -15%, -2%, 3%, -1%
> Cc1ccc(C2=C(CC(=O)O)C(=O)CC2)cc1
→ 4%, 8%, -3%, 3%, 3%, -1%, -1%, -3%
> Cc1cccc2c(=O)cc(C)n(CC(=O)N3CCOCC3)c12
→ -1%, -1%, -3%, 1%, -6%, -2%, -17%, 2%
> COc1ccc(NC(=O)Nc2ccc(C(C)C)cc2)cc1
→ 8%, -4%, 20%, -15%[15.4 µM], -4%, -7%, 0%, nt
> CCn1c(=O)n(CC)c2cc(S(=O)(=O)Nc3c(C)cccc3C)ccc21
→ 7%, -11%, -9%, -5%, 0%, 1%, 1%, nt
> CNC(=S)N/N=C/c1cccc(OCc2ccccc2F)c1
→ 13%, -4%, 1%, 6%, 4%, 0%, -5%, -1%
> CCCn1c(SCC(=O)c2cc(OC)ccc2OC)nnc1C(C)C
→ -10%, -1%, i, -8%, -3%, 0%, 3%, 1%
> CN(C)S(=O)(=O)c1ccc(Cl)c(C(=O)NCc2ccco2)c1
→ 9%, 4%, -9%, 0%, 1%, 1%, -2%, nt
> CCOc1ccc(-c2cc(C(=O)O)c3ccccc3n2)cc1
→ 5%, -1%, 7%, 8%, 0%, -1%, -12%, nt

Quoted at random: three entries already listed, in no set order.
Sequence of screens – GoLoco inh red, GAA glycogen mod, RECQ1 helicase, GAA inh, aGlu spleen mod, TexasRed fluor, TRb-SRC2 inh, L3MBTL1 block
> Cc1ccc(S(=O)(=O)N(CC(=O)N2CCCC2)C2CCCCC2)cc1
→ 5%, 4%, i, 1%, 3%, -1%, -8%, 4%
> CN(C)S(=O)(=O)c1ccc(Cl)c(C(=O)NCc2ccco2)c1
→ 9%, 4%, -9%, 0%, 1%, 1%, -2%, nt
> CCCn1c(SCC(=O)c2cc(OC)ccc2OC)nnc1C(C)C
→ -10%, -1%, i, -8%, -3%, 0%, 3%, 1%

Next part:
Sequence of screens – GoLoco inh red, GAA glycogen mod, RECQ1 helicase, GAA inh, aGlu spleen mod, TexasRed fluor, TRb-SRC2 inh, L3MBTL1 block
> C/C(O)=C(\C#N)c1nnc2n1CCCCC2
→ 2%, -11%, -5%, 11%, -13%, 5%, -3%, 1%
> COCC(C)n1c(SCC(=O)N2CCCCC2)nc2ccccc2c1=O (stereo unspecified)
→ 1%, 0%, i, -1%, 2%, 1%, -14%, 0%
> O=C(O)Cc1ccc(C(=O)c2ccccc2)s1
→ 7%, 5%, -9%, 9%, 3%, -3%, -6%, nt
> Cc1c(C(N)=O)sc(N)c1C(=O)OC(C)C
→ 1%, 4%, -4%, -3%, 2%, -3%, -7%, -3%
> CCC(CO)Nc1nc(CN2CCCCC2)nc2scc(-c3ccccc3)c12 (stereo unspecified)
→ 4%, 7%, -6%, -7%, -2%, ?, -5%, 2%
> COCCn1c(=N)c(C(=O)NCc2ccco2)cc2c(=O)n3cc(C)ccc3nc21
→ 17%, 8%, -7%, ?, 0%, 0%&-1%, -2%&6%, 11%
> Cc1ccnc(NC(=O)CCC(=O)N(CC(=O)NC2CCCCC2)Cc2ccccc2)c1
→ 11%, 16%, -5%, ?, -13%, -3%, 1%, -1%
> COc1ccccc1/C=C/C=N/NC(=O)CN1CCN(Cc2ccccc2)CC1
→ 6%, 9%, i, -14%, 1%, -1%, 0%, -7%
> CCOC(=O)c1cccc(NC(=O)Cn2cc3c(n2)CCC(C)C3)c1 (stereo unspecified)
→ 3%, 2%, -9%, 0%, -7%, -1%, 9%, 10%
> Oc1cccc(CCC2CCCCN2Cc2cn[nH]c2-c2ccc3c(c2)OCO3)c1 (stereo unspecified)
→ 5%, 2%, i, 10%, 4%, -1%, 1%, -11%
> O=S(=O)(NC1CCCCC1)c1ccc(F)c2ccccc12
→ -9%, -18%, i, ?, -7%, -3%, 0%, nt
> Cc1cc2c3nonc3ccc2n1-c1ccccc1
→ -14%, -23%, -6%, 14%, 4%, -2%, -7%, 76%[activator]
> Cc1ccc(-c2nc3ccc(NS(=O)(=O)c4ccccc4)cc3[nH]2)o1
→ 6%, -9%, i, -11%, -2%, -2%, -22%, nt
> CCOc1cc(/C=N/NC(=O)CSc2cccc3cccnc23)ccc1O
→ -8%, ?, 15%, 1%, -14%, -3%, -3%, -5%
> COc1cccc(OC)c1C(=O)Nc1nc2ccc(S(C)(=O)=O)cc2s1
→ -1%, 1%, -1%, -10%, 0%, 0%, 5%, -3%
> O=C1CSC(c2cccc(F)c2)N1c1ccccc1F (stereo unspecified)
→ -1%, 0%, 3%, 2%, 3%, -1%, -4%, -15%
> Cn1cccc1C(=O)C(=O)Nc1ccccc1
→ 8%, -2%, -2%, 2%, -2%, -2%, -7%, -3%
> COC(=O)c1[nH]c2cc(OC)ccc2c1N
→ -14%, 35µM*, -2%, 4%, 7%, -4%, 1%, -2%
> CCOc1ccccc1NC(=O)CSc1nccn1-c1ccccc1
→ 10%, -3%, -21%, -14%, 6%, 3%, -16%, -14%
> COc1c(/C=N/NC(N)=S)c(C)nn1-c1ccccc1
→ 2%, -12%, -3%, -1%, 0%, -1%, -12%, -2%
> O=C(c1ccccc1F)N(Cc1ccc2c(c1)OCO2)Cc1cc2cc3c(cc2n2nnnc12)OCO3
→ 22%, 1%, -3%, -4%, -5%, -3%, -6%, 0%
> c1ccc(COc2ccccc2CNC23CC4CC(CC(C4)C2)C3)cc1
→ -7%, 8%, 7%, 10%, -3%, 3%, 5%, -20%
> COc1cccc(NC(=S)NN2CCN(C)CC2)c1
→ -22%, 0%, -4%, 5%, 1%, -6%, 5%, -1%
> CC(C(=O)Nc1ccc([N+](=O)[O-])cc1)N1CCN(C/C=C/c2ccccc2)CC1 (stereo unspecified)
→ -9%, -1%, -1%, -5%, -3%, -25%, 1%, -15%
> Cc1ccc(-c2nc(N/N=C/c3ccccc3[N+](=O)[O-])c3ccccc3n2)cc1
→ 13%, 1%, -4%, -6%, -1%, -4%, 5%, -2%
> CCN(CC)/C(=N/O)NC(=O)NS(=O)(=O)c1ccc(C)cc1
→ 0%, -6%, i, -6%, 2%, -2%, 1%, nt
> CCc1c(O)nc(SCC(=O)N2CCOCC2)n(-c2ccccc2)c1=O
→ 20%, 10%, -5%, -2%, 5%, -1%, 1%, 2%
> O=C(O)CCCC(=O)Nc1ccc(Br)cc1C(=O)O
→ 9%, 8%, -15%, -8%, -1%, -1%, 8%, -2%

A portion of the library; rates above refer to the full screens.
